# Screening results (PubChem BioAssay)
# TIM10 inh – inhibits growth of TIM10 yeast strain. S. cerevisiae TIM10 strain growth, BacTiter-Glo luminescence, 24 h. inhibition, % at 10 µM. 330,000 compounds, 1.4% hits;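 active = inhibition of 40% or more at the single tested concentration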;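 note: wild-type TIM10 isogenic control strain grown at permissive 25 °C; 0% = DMSO yeast wells and 100% = minimal medium wells without yeast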
# Apaf-1 inh – inhibitors of human Apaf-1 apoptosome; O14727; reconstituted apoptosome caspase-3 activity, DEVD-Rh110 fluorescence; inhibition, % at 20 µM; 330,000 compounds, 0.71% hits; AID 489030; active = inhibition of at least 40% at 20 µM;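 note: plate controls were DMSO wells for no effect and DEVD-CHO caspase inhibitor wells for full effect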
#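 Assay system: Apoptosome proteins | Medium: pH 7.5 Hepes buffer with CHAPS, BSA, DTT | Also added: Cytochrome c and DEVD-Rh110 substrate | Times: 30 min plus 50 min, RT | Detection: Rhodamine 110 fluorescence at Ex 480/Em 540 nm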
# NLRP3 yeast inh – NALP3 inhibition in yeast | Yeast reconstituted NLRP3/ASC/caspase-1, beta-gal luminescence, 24 h | 330,000 compounds, 0.39% hits | inhibition, % at 10 µM | AID 2825;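 active = inhibition of 50% or more; inactive = inhibition below 50%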;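 note: plate controls were induced DMSO wells for no effect and uninduced yeast grown without galactose for full effect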
# mIAP inh – mouse IAP inhibition. purified mouse IAP, CDP-Star luminescence, 30 min. inhibition, % at 10 µM. 330,000 compounds, 0.2% hits. AID 2806;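 active = inhibition of at least 40% at 10 µM in the primary screen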;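 note: plate controls were DMSO with enzyme for no effect and no enzyme wells for full effect; values of inactives mirror those of a sister screen read the other way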
# ATG4B inh – inhibitors of human ATG4B cysteine protease; ATG4B cleavage of LC3-PLA2, NBD-HPC fluorescence, 1 h; inhibition, % at 8.33 µM; 340,000 compounds, 0.51% hits; AID 504462; in the data active = inhibition above about 40%
# Target sequence (Q9Y4P1 whole entry, looked up): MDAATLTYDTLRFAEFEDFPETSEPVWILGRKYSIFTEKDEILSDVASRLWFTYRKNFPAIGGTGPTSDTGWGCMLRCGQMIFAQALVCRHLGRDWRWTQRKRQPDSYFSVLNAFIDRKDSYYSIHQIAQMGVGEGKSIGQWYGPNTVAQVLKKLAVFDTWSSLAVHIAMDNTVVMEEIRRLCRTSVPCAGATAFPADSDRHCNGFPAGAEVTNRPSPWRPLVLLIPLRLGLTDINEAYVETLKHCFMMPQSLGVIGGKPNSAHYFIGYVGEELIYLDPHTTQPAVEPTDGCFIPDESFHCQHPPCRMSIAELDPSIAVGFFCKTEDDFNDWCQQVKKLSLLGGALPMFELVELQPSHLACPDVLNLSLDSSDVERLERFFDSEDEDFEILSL
# mIAP activ – increases mouse intestinal alkaline phosphatase activity; muIAP, CDP-Star luminescence, 30 min; stronger effect = higher value; 1 = vehicle-only enzyme signal, 0 = enzyme-free wells; activation factor at 10 µM; 330,000 compounds, 0.24% hits; AID 2805;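 active = activation factor of at least 2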; note: the source names both 10 and 20 µM as test concentration; values of inactives mirror those of a sister screen read the other way
#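 Assay system: mouse IAP enzyme / Compound: DMSO-dissolved test compounds / Timing: 30 min, room temperature / Measured by: luminescence from enzymatic CDP-Star hydrolysis / Control set: DMSO-only wells, enzyme-free buffer wells as negative control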
# tim10-1 inh – growth inhibitors of tim10-1 mutant yeast. S. cerevisiae tim10-1 ts strain growth, BacTiter-Glo, 24 h. inhibition, % at 20 µM. 330,000 compounds, 2.2% hits. AID 463190;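 active = inhibition of at least 40%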;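 note: mutant grown at 25 °C; 0% = DMSO wells with yeast and 100% = wells holding no yeast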
# hIAP block – blocks human intestinal alkaline phosphatase; P09923; purified IAP, CDP-Star luminescence, 30 min; inhibition, % at 10 µM; 330,000 compounds, 0.12% hits; AID 2544;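 active = inhibition reaching a set limit with compound at 10 µM in the primary screen, cut at about 35% in these data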;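 note: plate controls were DMSO wells with enzyme for no effect and no-enzyme buffer wells for full effect; values of inactives mirror those of a sister screen read the other way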
# Target sequence (P09923 whole entry, looked up): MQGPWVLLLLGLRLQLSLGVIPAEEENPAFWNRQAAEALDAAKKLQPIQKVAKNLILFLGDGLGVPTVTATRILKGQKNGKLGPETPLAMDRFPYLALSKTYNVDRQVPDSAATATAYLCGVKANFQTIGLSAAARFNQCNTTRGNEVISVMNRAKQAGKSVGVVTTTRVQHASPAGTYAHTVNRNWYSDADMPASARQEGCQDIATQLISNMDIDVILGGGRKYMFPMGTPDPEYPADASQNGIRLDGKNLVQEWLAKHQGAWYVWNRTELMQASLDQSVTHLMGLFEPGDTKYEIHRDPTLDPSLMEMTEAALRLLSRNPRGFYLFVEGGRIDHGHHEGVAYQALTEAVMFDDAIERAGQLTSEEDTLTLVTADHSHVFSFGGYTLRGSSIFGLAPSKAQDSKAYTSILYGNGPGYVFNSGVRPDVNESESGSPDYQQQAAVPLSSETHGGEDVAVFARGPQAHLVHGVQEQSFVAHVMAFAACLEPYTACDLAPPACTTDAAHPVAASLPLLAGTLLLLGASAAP
# hIAP activ – human IAP activation. P09923. purified human IAP, CDP-Star luminescence, 30 min; stronger effect = higher value; 1 = vehicle-only enzyme, 0 = enzyme-free background. activation factor at 10 µM. 330,000 compounds, 0.16% hits. AID 2524;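 active = activation factor of the enzyme at least 2-fold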; note: the source names both 10 and 20 µM as test concentration; values of inactives mirror those of a sister screen read the other way
# Numbers without * were called inactive; . = not tested or not shown; & = joins results of further samples.
SMILES,TIM10 inh,Apaf-1 inh,NLRP3 yeast inh,mIAP inh,ATG4B inh,mIAP activ,tim10-1 inh,hIAP block,hIAP activ
CCC(=O)NC(c1ccc(C)cc1)c1cc(Cl)c2cccnc2c1O (stereo not given),-34,14,5,0,-6,0.99,27,-37,1.4
COc1ccccc1CN1CCN(C(=O)c2ccco2)CC1,-4,-14,6,-6,-7,1.1,-19,-6,1.1
CC(=O)N1CCc2cc(S(=O)(=O)NCCC(=O)Nc3ccc4c(c3)OCCO4)ccc21,-5,1,-8,8,-3,0.92,1,-9,1.1
Cc1ccc(NS(=O)(=O)c2cc(C(=O)NCCSC3CCCCC3)ccc2C)cc1,14,1,14,0,1,1,32,-8,1.1
C[C@H](NC(=O)c1nc[nH]c1C(=O)N[C@@H](Cc1ccccc1)C(=O)OC(C)(C)C)c1ccccc1,21,26,26,-8,2,1.1,27,-50,1.5
CCc1ccccc1NC(=O)C(C)n1nc([N+](=O)[O-])c(Br)c1C (stereo not given),15,-30,18,-4,-16,1,22,-21,1.2
CCC1=NN2C(=N)/C(=C/c3c(C)nn(-c4ccccc4)c3Cl)C(=O)N=C2S1,11,10,-12,-8,0,1.1,14,-6,1.1
CCOc1ccccc1NC(=O)CSc1nnc(CCC(=O)Nc2ccccc2F)n1C,-15,11,5,-1,-2,1,8,15,0.85
CC(C)C(NC(=O)c1ccco1)C(=O)OCc1cc([N+](=O)[O-])cc2c1OCOC2 (stereo not given),-2,2,1,-3,-4,1,8,4,0.96
CCCCOC(=O)c1ccc(NC(=O)c2cnccn2)cc1,-15,8,34,8,-10,0.92,37,-11,1.1
O=C(c1cc2ccccc2s1)N1CCOCC1,-3,-12,30,0,4,1,-14,22,0.78
COc1ccc(Cn2nnc3c(C)n[nH]c(=O)c32)cc1,14,-2,6,7,5,0.93,-7,10,0.9
COc1ccc2nc(/C=N/NC(=O)[C@@H]3CCCN3C(=O)OC(C)(C)C)ccc2c1,15,-20,7,1,-9,0.99,15,18,0.82
O=C(NCc1ccc(F)cc1)c1ccc(Cl)c(NC2=NC3CS(=O)(=O)CC3S2)c1 (stereo not given),0,1,12,2,-13,0.98,14,-4,1
COc1ccc(CC(=O)N[C@@H](C)C(=O)N2CCC3(CC2)NCCc2[nH]cnc23)cc1,-7,-15,0,5,-10,0.95,3,-10,1.1
Cc1ccc(S(=O)(=O)NCc2nnc(SCC(=O)Nc3cccc(C)c3C)n2C)cc1,-10,-23,10,0,-1,1,1,9,0.91
COC(=O)c1cc(N=CC2=C(O)CC(C)(C)CC2=O)cc(C(=O)OC)c1,19,-20,-15,5,-11,0.95,25,-8,1.1
CC(=O)Nn1c(C)nnc1-n1nc(C)cc1C,-2,5,14,-11,-2,1.1,10,-20,1.2
O=C(NCCN1CCN(c2ccccc2)CC1)C1CCCN(S(=O)(=O)c2cnc[nH]2)C1 (stereo not given),5,8,3,-9,-2,1.1,-10,-7,1.1
O=C(O)c1ccc(OCCN2CCCC2=O)cc1,-9,-1,6,-2,-7,1,0,-17,1.2
COc1ccc(CC(=O)N2CCN=C2SC)cc1OC,1,-12,-7,-10,-3,1.1,2,-14,1.1
CC(=O)NC(Cc1ccccc1F)C(=O)NC1CCN(C(=O)NCc2ccccc2)CC1 (stereo not given),-15,0,7,-5,10,1,0,-13,1.1
CN(C)S(=O)(=O)c1ccc2c(c1)C(=NO)c1cc(S(=O)(=O)N(C)C)ccc1-2,8,-6,-16,5,-1,0.95,-5,3,0.97
CC(SCc1ccccc1)C(=O)Nc1ccccc1-c1ccccc1 (stereo not given),1,14,16,3,26,0.97,20,7,0.93
O=c1[nH]cnc2ccc([N+](=O)[O-])cc12,-15,-26,6,-2,-8,1,-5,-18,1.2
CCC(=O)CN(Cc1cc(OC)ccc1OC)S(=O)(=O)c1ccccc1Br,2,14,.,-8,8,1.1,28,.,.
Cc1sc2ncnc(OCC(=O)N3CCN(S(=O)(=O)c4ccc(Cl)cc4)CC3)c2c1C,19,6,14,-1,-13,1,9,6,0.94
CCc1ccc2oc(-c3cc(N)ccc3Cl)nc2c1,50*,15,8,2,5,0.98,44*,15,0.85
NNC(=O)CN1C(c2ccc(Cl)cc2)=Nc2ccc(Br)cc2C1c1ccccc1 (stereo not given),9,23,18,-3,-1,1,17,15,0.85
O=C(N1CCN=C1SCc1cccnc1)C12CC3CC(CC(C3)C1)C2,45*,4,2,0,11,1,45*,-12,1.1
CN(C)c1ccc(N=Nc2ccccc2C(=O)OCC(=O)NC2CCCC2)cc1,24,20,16,28,11,0.71,17,40*,0.6
CCCCNC(=O)Cn1c(=O)n(C)c2ccccc21,-6,-2,2,6,0,0.94,-18,-11,1.1
O=S(=O)(/C=C/c1ccccc1)NCCc1ccccn1,-2,-9,18,3,-5,0.97,14,11,0.89
COc1ccc(-n2cnnc2SC(C)c2nc3sc(C)c(C)c3c(=O)[nH]2)cc1 (stereo not given),-10,-6,10,-2,.,1,23,-6,1.1
COc1cc2c(cc1OC)C(c1ccc(C)cc1)NC(=O)C2 (stereo not given),13,5,7,1,-4,0.99,-2,16,0.84
CN(CCC#N)C(=O)c1ccc(CNS(=O)(=O)c2ccc(F)cc2)cc1,-13,1,7,-6,3,1.1,-8,9,0.91
CC1CCCC(C)N1C(=O)CSc1ccc(-c2ccc3c(c2)OCCO3)nn1 (stereo not given),8,4,-2,1,-3,0.99,16,0,1
O=C(c1ccc(Cl)c(S(=O)(=O)N2CCCC2)c1)N1CCCCC1,6,7,6,-6,-5,1.1,0,-3,1
CCOC(=O)C1=C(C)NC(C)=C(C(=O)OCC)C1C(=O)OCC(=O)N1CCCCC1CC (stereo not given),16,-10,11,-4,-7&-10,1,14,-4,1
Cc1ccccc1-n1c(=O)c2ccccc2n2nnnc12,-3,1,-9,11,-10,0.89,2,-10,1.1
C/C(=N\NC(=O)CNC(=O)C1COc2ccccc2O1)c1ccc(Cl)cc1 (stereo not given),10,2,16,-1,3,1,1,12,0.88
O=C(CSc1n[nH]c(=O)[nH]c1=O)NCC1CCCCC1,3,-5,10,9,-1,0.91,-15,-2,1
O=S1(=O)CCOC[C@H](c2ccccc2)N1Cc1ccccc1,7,4,31,-2,3,1,29,0,1
COc1ccc2c(c1OC)c(=O)n1c3ccc(OC(C)C(=O)NCCCN4CCOCC4)cc3c3ccnc2c31 (stereo not given),6,23,14,-10,-17,1.1,10,14,0.86
O=C(Nc1ccccc1OC(F)F)C1CC(=O)N(Cc2ccccc2)C1 (stereo not given),-7,19,10,-1,1,1,-6,-11,1.1
CCOC(=O)c1[nH]c2ccc(F)cc2c1NC(=O)c1ccccc1C(=O)O,-7,-6,4,0,-1,1,-5,3,0.97
O=C(CSc1nc2ccccc2[nH]1)NC1CCCC1,-4,3,0,-2,6,1,18,-5,1.1
Cc1cc2c(c(SCC(N)=O)n1)C(=O)OC2,8,-28,-4,2,2,0.98,10,3,0.97
Cc1cc2c(cc1S(=O)(=O)N1CC(C)CC(C)C1)OCC(=O)N2 (stereo not given),10,11,10,5,-7,0.95,17,-6,1.1
CC(=O)Nc1ccc(NC(=O)COC(=O)c2c(C)nn(-c3ccccc3)c2C)cc1,7,-5,16,-5,1,1,11,7,0.93
Cc1cccc(NC(=O)Cn2nc(-c3ccco3)ccc2=O)c1C,-14,2,14,-2,4,1,5,3,0.97
CCN(CC)c1ccc(NC(=O)Nc2cccc3ccccc23)cc1,-2,16,23,-34,0,1.3,21,-5,1.1
COc1cccc(/C=N/NC(=O)CNC(=O)c2ccc(S(=O)(=O)N3CCCC3)cc2)c1OC,3,5,15,4,-7,0.96,7,-1,1
c1ccc2c(OCCCCN3CCCC3)cccc2c1,-1,-5,14,-3,8,1,5,5,0.95
O=C(CSc1nnc(-c2ccncc2)o1)Nc1cc(Cl)ccc1C(=O)O,1,-4,-1,14,4,0.85,-17,14,0.86
Cc1ccc2oc(-c3ccc(NC(=O)CC(C)C)cc3)nc2c1,10,-12,9,-4,-8,1,3,-2,1
CCC1CCCCN1C(=O)/C=C/c1ccc2c(c1)OCO2 (stereo not given),8,4,14,3,2,0.97,35,-12,1.1
Cc1ccc(S(=O)(=O)N2CCN(C(=O)CCC(=O)NCc3cccc(C(F)(F)F)c3)CC2)cc1,16,13,17,4,71*,0.96,14,-5,1.1
O=C(O)c1cc(-n2cccc2)ccc1N1CCOCC1,10,-4,12,-2,3,1,8,1,0.99
CCSc1nnc(-c2ccccc2NC(=O)CC)c(=O)[nH]1,3,12,-6,4,5,0.96,3,14,0.86

# (more compounds)
SMILES,TIM10 inh,Apaf-1 inh,NLRP3 yeast inh,mIAP inh,ATG4B inh,mIAP activ,tim10-1 inh,hIAP block,hIAP activ
O=[N+]([O-])c1ccccc1CSc1nc2ccccc2o1,16,7,-13,12,15,0.88,15,11,0.89
Cc1cc(-n2[nH]c(C)c(C)c2=O)nc(-c2ccccc2O)n1,31,2,23,17,10,0.83,28,-51,1.5
O/N=C/c1ccn(-c2ccc(Br)cc2)c1,-5,8,40,1,5,0.99,2,-10,1.1
Cc1ccc(OCc2nc(-c3ccccn3)n[nH]2)cc1,-2,2,15,-2,-2,1,18,-6,1.1
CCc1cccc(C)c1NC(=O)CSc1nc(-c2ccccc2F)nc2nc[nH]c12,-7,-6,1,3,9,0.97,-6,-16,1.2
CCN(CC)Cc1ccccc1CNC(=O)c1cccc(S(=O)(=O)Nc2ccc3c(c2)OCO3)c1,10,17,9,6,0,0.94,0,-10,1.1
COCCC(=O)N1CCC(C(=O)Nc2ccc(Oc3ccccc3)nc2)CC1,-10,-10,7,-8,0,1.1,-20,-18,1.2
Cc1c(N)cc(N)cc1C(=O)O,-9,-11,-6,-1,10,1,9,-9,1.1
Nc1nc(Cl)cc(Oc2ccc([N+](=O)[O-])cc2)n1,14,-2,9,3,-3,0.97,5,3,0.97
O=C(COC(=O)c1ccc([N+](=O)[O-])s1)c1ccc[nH]1,79*,33,36,-3,-5,1,63*,-30,1.3
COc1ccc(N2CCN(C(=S)Nc3ccc(OC)cc3OC)CC2)cc1,-14,-1,29,1,1,0.99,-23,-30,1.3
CC1(C)c2cc(Cl)ccc2-n2c1cc(O)c(-c1ccccc1)c2=O,28,-12,14,0,-3,1,23,16,0.84
CCOC(=O)N1CCC(NC(=O)c2cnc3n(c2=O)CCS3)CC1,-3,0,8,-1,-1,1,-9,9,0.91

# Structural class, the entries above containing a COOH group.
SMILES,TIM10 inh,Apaf-1 inh,NLRP3 yeast inh,mIAP inh,ATG4B inh,mIAP activ,tim10-1 inh,hIAP block,hIAP activ
O=C(O)c1ccc(OCCN2CCCC2=O)cc1,-9,-1,6,-2,-7,1,0,-17,1.2
CCOC(=O)c1[nH]c2ccc(F)cc2c1NC(=O)c1ccccc1C(=O)O,-7,-6,4,0,-1,1,-5,3,0.97
O=C(CSc1nnc(-c2ccncc2)o1)Nc1cc(Cl)ccc1C(=O)O,1,-4,-1,14,4,0.85,-17,14,0.86
O=C(O)c1cc(-n2cccc2)ccc1N1CCOCC1,10,-4,12,-2,3,1,8,1,0.99
Cc1c(N)cc(N)cc1C(=O)O,-9,-11,-6,-1,10,1,9,-9,1.1

# Rows are unselected; about 4.5% have a hit in one of these screens.
